Assay outcomes deposited in PubChem BioAssay by National Center for Advancing Translational Sciences (NCATS).
Gal4-VP16 FLuc: counter-screen for ROR gamma inhibitors: Gal4-VP16 reporter. Drosophila S2 Gal4-VP16 UAS-luciferase, luminescence, 20 h. Potency, µM (titrated, usually from 53.6 µM), inactives show top-dose activity, negative = inhibition, most hits filed as inhibitors. 3.5% of 310,000 active. AID 2546;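 note: Gal4-VP16 expression switched on by copper sulfate through the metallothionein promoter; potency is the fitted concentration of half-maximal effect; % is set by controls: 0 for no effect and ±100 for the full control effect; nearly all actives have a fitted effect of over 50% in size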
p53 reactivation: restores transcriptional activity of mutant p53; H1299 p53-A138V BP100-luciferase reporter, luminescence, 24 h; Potency, µM (top dose mostly 92.2 µM), inactives show at the highest dose activity change, positive = activation, most hits filed as activators; 0.063% of 320,000 active; AID 504706; note: potency is the fitted concentration of half-maximal effect; % of control where 0% means no effect; nearly all actives have a fitted effect of over 45% in size
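p53-null H1299 cells stably carrying temperature-sensitive p53-A138V and a BP100-luciferase reporter were pinned with compounds (4-point, 1:5 series) and held 24 hrs at 37 deg C. Luminescence was read 10 min after detection reagent.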
FLuc modulator: firefly luciferase modulation, counter-screen for miR-21 project. Potency, µM (titrated, usually from 57.5 µM), for inactives: top-dose activity change, negative = inhibition, hits mostly inhibitors. 6.9% of 360,000 active. P08659. purified FLuc, Km substrates, luminescence inhibition;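 note: potency is the fitted concentration of half-maximal effect; plate controls were vehicle for no effect and reference inhibitor for full effect; nearly all actives have a fitted effect of over 55% in size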
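Biochemical qHTS of compounds, final roughly 60 µM downward over six points, against 10 nM purified firefly luciferase using Km concentrations of substrates (10 uM D-luciferin, 10 uM ATP) in Tris acetate pH 7.5 buffer; luminescence output.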
TRPV1 agonist: activates the human vanilloid receptor TRPV1; Q8NER1; activation, % at 8.33 µM; 0.19% of 320,000 active; AID 540275; TRPV1-expressing cells, Fluo-8 calcium influx, agonist mode; in the data active = activation above about 80%; inconclusive = between about 30% and that limit; note: 0% is about no effect
Target sequence (Q8NER1 whole entry, looked up): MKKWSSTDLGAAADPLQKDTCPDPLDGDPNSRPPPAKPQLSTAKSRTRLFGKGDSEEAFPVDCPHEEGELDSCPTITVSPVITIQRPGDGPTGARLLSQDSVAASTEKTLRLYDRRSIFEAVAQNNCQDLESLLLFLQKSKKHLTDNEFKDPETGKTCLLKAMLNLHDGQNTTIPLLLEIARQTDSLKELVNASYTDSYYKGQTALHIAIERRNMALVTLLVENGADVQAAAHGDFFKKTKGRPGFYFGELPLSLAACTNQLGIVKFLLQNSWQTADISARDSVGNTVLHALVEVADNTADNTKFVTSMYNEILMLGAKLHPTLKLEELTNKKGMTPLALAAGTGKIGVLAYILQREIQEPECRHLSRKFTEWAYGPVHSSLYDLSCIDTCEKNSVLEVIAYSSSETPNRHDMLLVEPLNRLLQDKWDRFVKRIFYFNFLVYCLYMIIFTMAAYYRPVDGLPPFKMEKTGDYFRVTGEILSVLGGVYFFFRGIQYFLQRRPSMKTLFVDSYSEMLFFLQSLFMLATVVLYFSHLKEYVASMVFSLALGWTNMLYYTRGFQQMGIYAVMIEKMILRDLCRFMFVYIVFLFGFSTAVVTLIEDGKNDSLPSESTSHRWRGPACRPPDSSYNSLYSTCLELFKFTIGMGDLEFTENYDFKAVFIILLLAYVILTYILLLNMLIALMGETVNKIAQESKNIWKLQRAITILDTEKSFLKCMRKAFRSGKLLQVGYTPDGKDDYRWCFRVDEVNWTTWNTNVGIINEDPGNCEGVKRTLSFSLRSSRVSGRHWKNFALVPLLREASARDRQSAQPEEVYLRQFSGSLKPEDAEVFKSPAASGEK
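Fluo-8 calcium influx in TRPV1-expressing cells, kinetic read (ex 480/em 520 nm). Compound added and read 3 min for agonist activity, followed by capsaicin at EC20 final and 2 min further read for enhancement.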
Rab9 promoter act: Rab9 promoter activation; Huh7 Rab9 promoter-luciferase reporter, luminescence, 24 h; Potency, µM (titrated, usually from 9.22 µM), for inactives: at the highest dose activation, negative = inhibition, usual class: activators; 2.8% of 320,000 active; AID 485297; note: potency is the fitted concentration of half-maximal effect; % of control where 0% means no effect; nearly all actives have a fitted effect of over 60% in size
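Luminescence from Amplite-detected luciferase (10 minutes, ambient) reports Rab9 promoter activation. Before that, stable Rab9-luciferase Huh7 cells (1500/well, reduced-serum OP-MEM I plus 10% FBS) were exposed to compound for 24 hours at 37C.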
ELG1 repair inh: blocks ELG1-dependent DNA repair in HEK293T cells. Potency, µM (top dose mostly 46.1 µM), for inactives: at the highest dose activity change, negative = inhibition, actives largely listed as inhibitors. HEK293T ELG1-luciferase reporter, luminescence, 16 h; DNA damage induced by 5-fluorouridine. 2.3% of 330,000 active. AID 504467; note: potency is the fitted concentration of half-maximal effect; % is set by controls: 0 for no effect and ±100 for the full control effect; nearly all actives have a fitted effect of over 55% in size
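5-Fluorouridine DNA damage + compound/DMSO, 2,000 cells/well, 16 h, 37 °C/5% CO2. ONE-Glo, 30 min RT, luminescence. Readout = decrease in reporter signal.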
NPC1 promoter act: activates the NPC1 promoter; Potency, µM (series often up to 9.22 µM), for inactives: at the top dose activation, most hits filed as activators; AID 485313; Huh7 NPC1 promoter luciferase reporter, 24 h; 2.4% of 320,000 active;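 note: potency is the fitted concentration of half-maximal effect; % of control where 0% means no effect; nearly all actives have a fitted effect of over 60% in size; reporter is driven by a mutant NPC1 promoter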
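Stably transfected Huh7 (NPC1 promoter→luciferase), 1500 cells/well in Opti-MEM + 10% FBS, 2 h settle, then compound 24 h at 37 °C. Luminescence after 10 min with Amplite reagent.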
RORgamma inh: blocks mouse ROR gamma transcriptional activity; P51450; Drosophila S2 Gal4-RORgamma UAS-luciferase reporter, 20 h; Potency, µM (series often up to 53.6 µM), inactives show at the highest dose activity change, negative = inhibition, most hits filed as inhibitors; 5.4% of 310,000 active; note: potency is the fitted concentration of half-maximal effect; % is set by controls: 0 for no effect and ±100 for the full control effect; nearly all actives have a fitted effect of over 60% in size
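Drosophila Schneider cells stably carrying a metallothionein-driven Gal4 DBD–ROR gamma fusion and a UAS-Photinus luciferase reporter were exposed to compound for 1 hr, then induced with copper sulfate (700 uM final) for 20 hr at ambient temperature before luminescence reading.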
ELG1 genotoxic: inducers of genotoxicity in HEK293T ELG1-luciferase cells; Potency, µM (titrated, usually from 46 µM), for inactives: at the highest dose activity change, positive = activation, most hits filed as activators; AID 504466; 1.3% of 330,000 active; HEK293T ELG1-luciferase reporter, luminescence, 16 h; note: potency is the fitted concentration of half-maximal effect; % of control where 0% means no effect; nearly all actives have a fitted effect of over 60% in size
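Genotoxic stress is detected as increased luminescence from luciferase-tagged ELG1 in HEK293T cells, measured with ONE-Glo after a 16 hr treatment at 37 °C.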
BRCA1 expr up: activators of BRCA1 expression. MCF7-BRCA1-FFLuc reporter, luminescence, 48 h; response scale: scaled: vehicle 0%, 10 µM genistein 100%. Potency, µM (highest dose often 46.1 µM), inactives show at the highest dose activation, hits mostly activators. 1.1% of 380,000 active; note: potency is the fitted concentration of half-maximal effect; nearly all actives have a fitted effect of over 80% in size; some results filed as inactive show a strong effect at the top dose
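Quantitative HTS in MCF7 cells stably reporting BRCA1 expression via firefly luciferase. Compound treatment lasts 48 h at 37 °C in phenol-red free MEM. Activation is expressed relative to genistein at 10 microM and DMSO.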
Tb PFK inh: T. brucei PFK enzyme inhibition; O15648; Potency, µM (highest dose often 57.5 µM), for inactives: at the highest dose activity, negative = inhibition, hits mostly inhibitors; AID 485367; 0.17% of 330,000 active; T. brucei PFK, ADP-Glo luminescence;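 note: potency is the fitted concentration of half-maximal effect; 0% = uninhibited 1x PFK enzyme wells and -100% = no-enzyme wells; nearly all actives have a fitted effect of over 60% in size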
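In TEA buffer at pH 8.0 with 5 mM MgCl2, enzyme (1.25 nM) converted F6P (0.5 mM) and ATP (0.1 mM) for 45 min at room temperature. ADP product was read by luciferase luminescence.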
An asterisk follows results filed as active; ? = inconclusive; . = no result given; & = joins results of further samples; [ ] = remark or other dose. Unless noted, calls come from the whole dose curve; as a rule, active = well fitted curve in the direction sought with a large enough effect; inconclusive = small, poorly fitted or top-dose-only effect, or another doubt; inactive = no such curve, though single readings can be large; an effect the other way counts as inactive or inconclusive.

SMILES	Gal4-VP16 FLuc	p53 reactivation	FLuc modulator	TRPV1 agonist	Rab9 promoter act	ELG1 repair inh	NPC1 promoter act	RORgamma inh	ELG1 genotoxic	BRCA1 expr up	Tb PFK inh
C/C(=N\NC(=O)c1cc(C)[nH]n1)c1cccs1	10µM*	22.3%	12µM*	1.0	0.316µM*	?	1.12µM*	12.6µM*	?	?	3.5%
COc1ccc(NC(=O)COc2coc(CN3c4ccccc4CC3C)cc2=O)cc1 (configuration not stated)	.	4.4%	2.5%	4.5	-2.6%	-17.9%	0.1%	.	2.6%	-15.9%	0.8%
COc1ccc(C(=O)NNC(=O)c2ccc(C)cc2)cc1S(=O)(=O)N1CCCC1	-14.4%	2.0%	-2.2%	0.7	?	7.4%	-5.1%	-22.4%	0.8%	-2.5%	-2.9%
Cc1cccnc1NC(=O)CCCc1c[nH]c2ccccc12	-11.0%	1.5%	-0.2%	22.9	4.3%	5.0%	8.4%	-15.5%	1.7%	4.9%	2.0%
COc1ccc(C2C(C(=O)NCCN3CCOCC3)c3ccccc3C(=O)N2C)cc1OC (configuration not stated)	-0.5%	11.3%	0.3%	-1.1	6.0%	6.0%	0.6%	4.3%	-0.1%	0.4%	2.2%
CCC(Cc1ccccc1)NC(=O)C1CCCCC1 (configuration not stated)	-0.5%	.	8.6%	-0.5	-5.0%	0.0%	-5.3%	-2.9%[1.91 µM]	-5.6%	5.8%	-1.2%
C/C(=N\NC(=O)c1nnn(-c2nonc2N)c1C)c1ccc(-c2ccccc2)cc1	-22.7%	3.9%	0.2%	3.2	-2.4%	?	-5.2%	-15.2%	1.7%	-2.2%	-15.2%
Cc1ccc(OCC(=O)NCCN2CCOCC2)cc1C	1.7%	5.8%	-2.4%	0.3	2.2%	18.6%	-0.6%	29.6%	5.0%	15.7%	0.3%
Cc1cc(OCC(=O)Nc2ccc(CN3CCOCC3)cc2)c2c(C)cc(=O)oc2c1	-10.2%	-1.4%	0.2%	5.4	-6.3%	15.4%	-3.2%	-10.1%	7.9%	-18.3%	0.5%
COc1ccc(C(CNC(=O)c2ccc(NS(=O)(=O)c3ccc(F)cc3)cc2)N2CCOCC2)cc1 (configuration not stated)	4.7%	1.6%	-3.5%	-0.4	1.7%	-1.4%	-3.7%	5.9%	-1.1%	-21.6%	1.0%
O=S(=O)(Cc1ccccc1)Nc1ccc(F)cc1	-0.3%	0.7%	-0.9%	-1.2	4.2%	-7.7%	-3.0%	1.0%	-2.4%	-8.6%	4.0%
CN(C)N1C(N)=C(C#N)C(c2ccc(Br)cc2)C2=C1CCCC2=O (configuration not stated)	-0.8%	-6.3%	2.5%	-0.1	-2.1%	29.0%	-2.2%	3.1%	0.0%	-31.2%	0.8%
COC(=O)c1ccccc1S(=O)(=O)N1CCC(C(=O)OCC(=O)c2ccccc2OC)CC1	.	0.5%	?	3.5	-3.3%	?	8.3%	.	-3.1%	-17.9%	4.1%
Cc1nccn1CCCNC(=O)c1nc(Cn2cc([N+](=O)[O-])cn2)no1	5.7%	-0.7%	-0.5%	-1.9	-2.3%	0.6%	-2.1%	-8.2%	-1.5%	-16.4%	-12.1%
O=c1[nH]c(N2CCCCCC2)nc2ncn(Cc3ccccc3)c12	-1.0%	-1.7%	-6.1%	-1.6	-2.0%	12.7%	-3.1%	17.8%	-3.7%	20.4%	-10.4%
O=C(N/N=C/c1ccco1)c1ccc(NC(=O)C2CCCCC2)cc1	3.1%	4.8%	-3.0%	?	-8.7%	-1.9%	3.1%	-1.5%	3.9%	4.1%	0.8%
Cc1nc(CCN2C(=O)c3ccccc3C2=O)n[nH]1	12.7%	1.1%	0.7%	-1.6	-4.7%	10.6%	0.9%	17.1%	-0.7%	-0.5%	-2.7%
COc1ccc(N2CCN(C(=O)CSc3nc4ccccc4c(=O)[nH]3)CC2)cc1	-1.4%	-0.6%	-1.5%	-1.2	-1.7%	-2.4%	-9.4%	?	-4.4%	-13.3%	1.5%
Cc1cccc(Cn2cc3c(=O)n(Cc4cccc(F)c4)nc-3c3ccccc32)c1	-8.5%	1.8%	-0.4%	-0.6	-1.4%	-0.6%	2.8%	6.4%	7.6%	-0.1%	-4.0%
Cc1ccccc1NC(=O)CC1C(=O)NCCN1C(=O)c1cccc(Cl)c1 (configuration not stated)	-9.5%	-2.0%	-0.5%&0.2%	-3.1	3.8%	11.4%	-1.0%	-6.8%	9.7%	-13.8%&-1.7%	-10.4%
COc1ccc(-n2nnc3c(=O)n(Cc4ccccc4C)cnc32)cc1	-0.9%	-4.6%	0.0%	-0.8	-3.8%	7.9%	2.4%	3.1%	-1.2%	6.0%	0.0%
COc1ccc(CNC(=O)CN(C(=O)c2csnn2)c2cccc(F)c2)cc1	1.3%	-2.6%	-0.4%	1.2	3.4%	?	0.7%	3.7%	-0.3%	24.2%	1.7%
Cc1nn(-c2ccccc2)c(C)c1NC(=O)COC(=O)c1ccc(O)cc1O	-11.2%	-1.6%	-0.2%	-0.1	-2.7%	?	1.3%	-11.9%	-8.9%	-0.9%	-2.8%
Cc1ccc2c(C(=O)CN3CCC4(CC3)OCCO4)c(C)[nH]c2c1	-2.1%	14.5%	-1.0%	2.7	-0.9%	5.9%	-2.1%	29.2%	2.4%	-0.4%	3.5%
COc1ccc(CCNC(=O)COC(=O)c2cncc(Br)c2)cc1OC	.	3.7%	.	.	.	?	.	.	1.7%	-1.7%	1.3%
CSCCC(C(=O)NCc1cccs1)N1C(=O)c2ccccc2C1=O (configuration not stated)	-6.3%	-4.1%	-0.9%	4.0	2.7%	-5.5%	-1.0%	3.8%	0.2%	-14.3%	1.3%
CCOc1ccc(NC(=O)c2ccccn2)cc1	4.47µM*	-11.0%	0.477µM*	?	0.126µM*	?	?	7.08µM*	?	?	-11.7%
Cc1c(C(=O)N2CCCC2)sc(NC(=O)c2cccs2)c1C#N	0.8%	-4.6%	?	-4.0	2.0%	0.0%	-1.6%	22.0%	-8.3%	-3.5%	13.9%
COCCN1Cc2cccc(C(=O)Nc3ccccc3OC)c2C1=O	3.0%	-8.2%	-1.7%	0.1	-1.9%	-17.2%	-4.1%	38.6%	-1.0%	6.9%	0.9%
Cc1nc2sccn2c(=O)c1S(=O)(=O)Nc1ccc(N2CCN(C)CC2)cc1	1.2%	6.7%	-1.1%&3.6%	-2.1	4.3%	1.0%	0.1%	-4.6%	-3.4%	9.0%	0.7%
CCc1nc(N)nc(N)c1-c1ccc(Cl)cc1	-4.4%	-2.8%	4.2%	3.7	-0.9%	-1.1%	-0.6%	5.7%	-9.6%	-37.2%	-4.7%
Cc1c(C(=O)NC2CCN(Cc3ccccc3)C2)oc2ccc(Br)cc12 (configuration not stated)	-10.4%	8.5%	-0.5%	18.5	-4.1%	?	1.0%	-1.8%	0.8%	-23.0%	1.7%
O=C(COC(=O)c1cccs1)NC1CCCCC1	-4.4%	?	21.3µM*	1.4	5.2%	0.4%	1.9%	-1.1%	-0.8%	-8.5%	-1.9%
Cn1c(=O)c2c(ncn2CC(=O)Nc2ccccc2N2CCOCC2)n(C)c1=O	-1.8%	1.8%	3.7%	1.6	1.0%	-16.1%	-2.5%	-9.4%	0.0%	4.4%	-5.6%
CCCCCCN1C2=NCCN2c2ccccc21	-25.7%	-2.7%	-1.2%[2.3 µM]	5.6	-7.4%	-26.7%	-2.6%	4.8%	-6.8%	-40.4%	-8.7%
Cc1ccc(NC(=O)CSc2nnc(C)c(=O)n2N)c(C)c1	?	-25.3%	4.1%	-4.0	-6.8%	-1.9%	0.7%	-8.4%	12.2%	-10.5%	-0.2%
NC(=O)NC1CCCc2c1[nH]c1ccc(Cl)cc21 (configuration not stated)	-4.9%	-6.9%	-11.3%	14.9	0.8%	0.6%	-1.4%	6.0%	11.9%	-5.9%	-16.0%
CCc1ccc(OCCNC(=O)c2ccco2)cc1	0.3%	?	?	?	25.4%	?	19.6%	29.4%	14.2%	99.6%	0.1%
COc1cc(/C=C/C(=O)OCC(=O)N2CCCC2)ccc1OCC#N	.	4.4%	1.8%	-1.3	0.4%	12.6%	-0.9%	.	1.7%	-13.8%	-5.0%
O=[N+]([O-])c1cc(-c2n(-c3ccccn3)c3ccccc3[n+]2-c2ccccn2)ccc1Cl	8.2%	3.5%	-1.2%	2.7	-2.1%	18.3µM*	0.4%	30.0%	-15.7%	-13.4%	8.4%
